Compound activity from PubChem.
Gli-Sufu block: Gli-Sufu pathway antagonism | inhibition, % at 5 µM | Sufu-KO-LIGHT fibroblasts, Gli luciferase reporter luminescence | actives 0.74% (n = 340,000);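 active = inhibition above about 55%, limit read from the data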;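 note: 0% = DMSO-treated cells and 100% = wells with medium but no cells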
Jurkat NFkB inh: inhibitors of the PMA/ionomycin-induced NF-kB reporter in Jurkat cells. PMA/ionomycin-induced NF-kB luciferase reporter, luminescence. inhibition, % at 4 µM. actives 0.53% (n = 330,000). AID 435003
EBI2 block: antagonists of human EBI2 receptor | AID 651636 | actives 0.81% (n = 360,000) | EBI2 beta-arrestin recruitment, luminescence, 7a,25-OHC stimulated | inhibition, % at 5 µM | P32249; in the data active = inhibition above about 38%;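 note: enzyme fragment complementation signal reports receptor beta-arrestin coupling in cells; 0% = agonist plus DMSO wells and 100% = wells without agonist; some results beyond the cut were filed as inactive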
Apaf1 inhib: inhibitors of human Apaf-1 apoptosome | O14727 | reconstituted apoptosome caspase-3 activity, DEVD-Rh110 fluorescence | inhibition, % at 20 µM | actives 0.71% (n = 330,000) | AID 489030; active = inhibition of at least 40% at 20 µM;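 note: plate controls were DMSO wells for no effect and DEVD-CHO caspase inhibitor wells for full effect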
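System: reconstituted apoptosome with Apaf-1, cytochrome c, caspase-9, procaspase-3, dATP; Signal: Rh110 fluorescence intensity; Schedule: 30 min compound preincubation, 50 min activation, room temperature; Reagent: cytochrome c trigger plus (Z-DEVD)2-Rh110 caspase-3 substrate.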
SENP8 block: blocks the human protease SENP8 | purified SENP8, Z-RLRGG-aminoluciferin cleavage, luminescence | inhibition, % at 10 µM | actives 1.2% (n = 330,000) | AID 2540
Target sequence (Q96LD8 whole entry, looked up): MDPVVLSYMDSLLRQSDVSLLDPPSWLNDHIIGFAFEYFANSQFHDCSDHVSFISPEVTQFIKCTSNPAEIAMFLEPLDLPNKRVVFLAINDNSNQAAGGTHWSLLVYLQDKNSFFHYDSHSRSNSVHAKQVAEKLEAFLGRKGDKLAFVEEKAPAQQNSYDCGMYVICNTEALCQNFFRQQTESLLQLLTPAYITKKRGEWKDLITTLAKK
UBC13 polyUb: blocks human UBC13 polyubiquitin chain formation | P61088 | actives 0.47% (n = 330,000) | inhibition, % at 20 µM | TR-FRET; in the data active = inhibition above about 45%, passing the limit was not always enough; inconclusive = no clear call, values can overlap the other calls
Target sequence (P61088 whole entry, looked up): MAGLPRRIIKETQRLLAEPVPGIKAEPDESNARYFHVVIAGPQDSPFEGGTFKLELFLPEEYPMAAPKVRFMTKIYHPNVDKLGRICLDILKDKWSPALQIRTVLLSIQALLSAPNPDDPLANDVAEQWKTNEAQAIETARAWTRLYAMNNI
CCR6 antagonist: antagonists of human CCR6 receptor. P51684. CHO-K1 CCR6 PathHunter beta-arrestin, luminescence, CCL20-stimulated. inhibition, % at 20 µM. actives 0.49% (n = 340,000);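 active = compounds whose inhibition of the agonist-driven luminescence signal at 20 µM reaches about 50%, limit read from the data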;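 note: cells stimulated with CCL20 at 14 nM final; plate controls were DMSO with CCL20 for no effect and DMSO without agonist for full effect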
Target sequence (P51684 whole entry, looked up): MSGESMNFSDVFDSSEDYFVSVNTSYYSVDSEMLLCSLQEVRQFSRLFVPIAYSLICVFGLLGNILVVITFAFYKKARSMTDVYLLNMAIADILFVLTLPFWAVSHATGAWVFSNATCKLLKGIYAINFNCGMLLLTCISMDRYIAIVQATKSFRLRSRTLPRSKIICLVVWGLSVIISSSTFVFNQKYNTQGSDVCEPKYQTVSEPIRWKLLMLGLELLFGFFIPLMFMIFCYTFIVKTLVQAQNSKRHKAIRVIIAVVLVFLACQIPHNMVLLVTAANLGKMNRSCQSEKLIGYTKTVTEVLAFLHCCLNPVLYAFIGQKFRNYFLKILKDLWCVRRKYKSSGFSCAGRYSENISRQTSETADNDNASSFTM
697 NFkB inh: inhibitors of the PMA/ionomycin-induced NF-kB reporter in 697 B cells; 697 B-cell NF-kB luciferase reporter, 16 h; AID 435022; inhibition, % at 4 µM; actives 0.33% (n = 330,000); in the data active = inhibition above about 35%
* hit, by the source's call; u = inconclusive; x = not tested or not shown; & = joins results of further samples. Cut-off read from the data, not from the text of the source, unless noted: active = inhibition above about 50%; inactive = the rest. Only part of the results is shown (hit frequency here may not be typical).

SMILES | Gli-Sufu block | Jurkat NFkB inh | EBI2 block | Apaf1 inhib | SENP8 block | UBC13 polyUb | CCR6 antagonist | 697 NFkB inh
O=C(O)CSc1nnc(-c2ccc3c(c2)OCO3)o1 | 3 | 1 | 0 | -14 | 12 | 7 | -17 | 23
Cc1ccc2cc(NC(=O)c3ccc(C(C)(C)C)cc3)ccc2n1 | -6 | -27 | -10 | 20 | -2 | 7 | -5 | -23
CCCN1CCC(=O)N(CCN=[N+]=[N-])CC1 | 11 | 4 | 3 | -5 | -10 | -5 | 6 | 1
Cc1cc(C)c(NC(=O)c2cc(S(=O)(=O)N3CCOCC3)ccc2F)c(C)c1 | -12 | -6 | -7 | -17 | -7 | 5 | 0 | 2
CCCN=C1NC(=O)C(CC(=O)NCCc2ccccc2)S1 (stereo not drawn) | 6 | 11 | -8 | 1 | -5 | -2 | -14 | 11
O=C(Cc1cccs1)N/N=C/C=C/c1ccco1 | -5 | 2 | -11 | 1 | -4 | 9 | 15 | 1
Cc1ccc(F)cc1NC(=O)N1CCCN(c2ccc(C(F)(F)F)cn2)CC1 | 0 | 2 | 4 | 0 | 1 | 6 | -3 | -17
Cc1ccc2c(Cl)c(C)c(N3CCCC3)nc2n1 | 8 | 2 | -8 | 0 | 0 | 3 | 18 | -9
COc1ccc2c(c1)-c1c(sn(-c3ccccc3)c1=S)C(C)(C)N2 | -5 | -9 | 19 | 26 | -7 | -12 | 32 | -27
CC(Sc1n[nH]c(=O)n1Cc1ccccc1)C(=O)NCC1CCCO1 (stereo not drawn) | -17 | -1 | -1 | 4 | -9 | 3 | 8 | -9
CSc1ccc(S(=O)(=O)NCc2ccc(Cl)cc2)cc1 | 4 | 9 | 18 | -1 | 2 | 10 | 7 | 10
COc1cccc(C2CC(c3ccccc3)=NN2S(=O)(=O)c2ccc(C)cc2)c1OC (stereo not drawn) | 39 | 11 | 3 | 3 | -1 | -4 | 13 | 0
O=C(NCCCCCCNC(=O)c1ccccc1O)c1ccccc1O | 20 | -16 | -3 | 10 | -5 | u | 13 | 14
COc1cc(C(=O)OCC(=O)N2CCCC2=O)cc(OC)c1C | 0 | 11 | 5 | 7 | 11 | 24 | 10 | -5
CCN(C[C@H]1N[C@@](Cc2ccccc2)(C(=O)OC)[C@H]2C(=O)N(Cc3ccccc3)C(=O)[C@@H]12)S(=O)(=O)c1ccc(-c2ccccc2)cc1 | 5 | 2 | 0 | 13 | 4 | -9 | 9 | 6
CCN1CCCC1CN(Cc1cc2ccc(C)cc2[nH]c1=O)C(=S)Nc1ccc(OC)cc1 (stereo not drawn) | -1 | -2 | 20 | 1 | -9 | -19 | 2 | 2
COc1cccc(CNC(=O)Cn2ncc3c(=O)oc4ccccc4c32)c1 | 3 | -2 | 0 | 0 | -3 | 4 | 7 | 5
COc1ccc(-n2nc3c(N4CCC(C(=O)NCc5ccco5)CC4)nnc(C)c3c2C)cc1 | 7 | 0 | 14 | 2 | -7 | 4 | 16 | 6
c1ccc(CNc2ncnc3ccccc23)cc1 | 40&24 | 31&20 | -6&-2 | -4&-1 | -3&-2 | 0&-2 | -4&9 | -7&-17
O=C(CN1CCC(Cc2ccccc2)CC1)NCCc1ccc(F)cc1 | 4 | 11 | 15 | 14 | -6 | 13 | 10 | 15
O=C(CCc1nc(-c2ccccc2F)no1)NCCN1CCN(Cc2ccccc2)CC1 | 2 | 15 | 6 | -13 | -1 | 19 | 19 | 9
Cc1nn(Cc2ccccc2)c(C)c1C(=O)N1CCN(CC(=O)Nc2ccc(F)cc2)CC1 | -6 | 8 | -5 | 0 | 0 | -5 | 0 | 16
CCc1cc2c(N[C@@H](Cc3c[nH]c4ccccc34)C(=O)O)ncnc2s1 | -31 | 10 | -5 | 0 | -5 | -3 | -3 | 12
Cc1ccccc1C(=O)NCCCn1ccnc1 | 11 | 9 | -5 | -3 | 11 | 3 | 2 | 10
Cc1ccc2c(Cl)cc(Cl)c(OCC(=O)OCC(=O)Nc3ccc(C#N)cc3)c2n1 | 0 | -5 | 2 | 10 | -6 | 3 | -10 | 20
SMILES | Gli-Sufu block | Jurkat NFkB inh | EBI2 block | Apaf1 inhib | SENP8 block | UBC13 polyUb | CCR6 antagonist | 697 NFkB inh
OCCN1CCN(c2nc(N3CCCCC3)nc(N3CCCCC3)n2)CC1 | 8 | 6 | -14 | -3 | -1 | -8 | -1 | 1
CC(=O)c1cccc(NC(=O)C2CC(=O)N(c3cccc(C)c3C)C2)c1 (stereo not drawn) | -7 | 9 | 7 | -7 | 5 | 2 | 1 | 16
Cc1ccc(S(=O)(=O)N/N=C\c2cc3c(cc2[N+](=O)[O-])OCO3)cc1 | 7 | 14 | -11 | -18 | -2 | -6 | 1 | 19
O=C(Cn1cc2c(n1)CCCCC2)NC1CCN(Cc2ccccc2)CC1 | 2 | 24 | -6 | 2 | -10 | -10 | 5 | -3
COc1ccc(NC(=O)c2cc(-c3cccc(OC)c3)on2)cc1 | 6 | -3 | 4 | -20 | -14 | 7 | 10 | 11
O=C(C[n+]1ccc(/C=N/O)cc1)N(Cc1ccccc1)Cc1ccccc1 | 5 | 8 | 3 | -1 | -11 | 0 | 10 | -41
COc1ccccc1-c1c(C)c(C)nc(N)c1C#N | 3 | 0 | 6 | 10 | -7 | 6 | 10 | -15
Cc1cc2nc(C)n(CCCNC(=O)Nc3ccccc3)c2cc1C | 18 | 4 | 5 | 4 | -7 | -16 | 11 | 3
CCc1ccc(OCC(=O)N/N=C(\C)c2ccc(OC(F)F)cc2)cc1 | -14 | -3 | 10 | 0 | -2 | 7 | -10 | 11
CC(=O)Nc1cccc(-c2cc(C)c3cc4c(cc3n2)OCO4)c1 | -66 | -57 | 2 | 13 | 1 | -11 | 11 | -50
CCOC(=O)c1c(NC(=O)COC(=O)C2CCC2)sc(C(=O)N(C)C)c1C | -3 | 5 | 2 | 13 | 3 | -5 | 7 | 14
COc1cccc(NC(=O)CN2C(=O)NC3(CCCc4ccccc43)C2=O)c1 (stereo not drawn) | 1 | 1 | -7 | -4 | -9 | -5 | -6 | 7
O=C(N/N=C1\NC(=O)C(CO)(CO)S1)c1ccccc1 | 3 | 15 | 0 | -15 | 4 | 0 | 12 | 13
Cc1ccc(S(=O)(=O)/N=C(/Nc2c(C)cccc2C)c2ccccc2)cc1 | -2 | 2 | -6 | 5 | -7 | -9 | 9 | 4
COc1cccc(NC=C2C(=O)OC3(CCCCC3)OC2=O)c1 | 0 | 2 | 4 | 18 | -8 | -5 | 13 | -7
N#Cc1ncc(-c2ccc3c(c2)OCCOCCOCCOCCO3)nc1C#N | 5 | 2 | 5 | 1 | -13 | -7 | 3 | -7
CCOC(=S)SCC(=O)Nc1nc(-c2ccccc2)cs1 | 13 | -13 | -10 | -19 | -4 | 6 | 8 | -10
c1cc(OCCCN2CCCCC2)ccc1CN1CCCCC1 | x | -24 | -6 | 3 | -3 | 14 | 15 | -2
CC(C)C(=O)Nc1sc2c(c1C#N)CCCCC2 | -6 | -23 | -2 | 13 | 3 | 3 | -4 | -5
COc1ccc(OC)c(N=C2SCCCN2C(=O)c2ccc(N3C(=O)CCC3=O)cc2)c1 | x | 3 | x | 3 | -9 | -6 | x | -3
Cc1ccccc1NC(=O)c1ccc(Cn2cc([N+](=O)[O-])cn2)o1 | -3 | -9 | 5 | 6 | 0 | -7 | 10 | 1
COc1ccc(C(=O)NCC(=O)Nc2ccc(-c3ccccc3)cc2)cc1 | -48 | -1 | 11 | -4 | 9 | -7 | 10 | 10
N/C(=C\C(=O)c1cc(Cl)ccc1O)C(Cl)(Cl)Cl | 53 | 64* | -26 | -6 | -9 | 11 | -3 | -98
S=C(NC1CCCCC1)N1CCN(c2ccccn2)CC1 | -11 | 3 | -22 | -4 | 3 | 3 | 9 | -18
C/C(CC(=O)Nc1ccccn1)=N\NC(=O)C(=O)Nc1ccccc1C | 56* | 9 | -13 | -3 | 0 | 8 | -4 | 14

Pulled by compound from above:
SMILES | Gli-Sufu block | Jurkat NFkB inh | EBI2 block | Apaf1 inhib | SENP8 block | UBC13 polyUb | CCR6 antagonist | 697 NFkB inh
CCCN1CCC(=O)N(CCN=[N+]=[N-])CC1 | 11 | 4 | 3 | -5 | -10 | -5 | 6 | 1
COc1cccc(NC=C2C(=O)OC3(CCCCC3)OC2=O)c1 | 0 | 2 | 4 | 18 | -8 | -5 | 13 | -7
CC(=O)c1cccc(NC(=O)C2CC(=O)N(c3cccc(C)c3C)C2)c1 (stereo not drawn) | -7 | 9 | 7 | -7 | 5 | 2 | 1 | 16
Cc1ccc(S(=O)(=O)N/N=C\c2cc3c(cc2[N+](=O)[O-])OCO3)cc1 | 7 | 14 | -11 | -18 | -2 | -6 | 1 | 19
OCCN1CCN(c2nc(N3CCCCC3)nc(N3CCCCC3)n2)CC1 | 8 | 6 | -14 | -3 | -1 | -8 | -1 | 1

Other entries follow:
SMILES | Gli-Sufu block | Jurkat NFkB inh | EBI2 block | Apaf1 inhib | SENP8 block | UBC13 polyUb | CCR6 antagonist | 697 NFkB inh
CCOC(=O)N1CCC(C(=O)NNC(=O)c2ccc(Cl)cc2Cl)CC1 | -3 | 3 | -3 | -4 | 5 | -4 | 25 | -11
CCOc1ccc(C(=O)Nc2cccc(-n3cnnn3)c2)cc1OCC | 37 | -9 | -16 | 4 | -8 | 0 | 7 | 4
CCOc1ccc(S(=O)(=O)N=C(c2ccccc2)N2CCOCC2)cc1 | 5 | -1 | 10 | -5 | 6 | 6 | 1 | 14
Cc1nc(C(=O)NNC(=O)c2ccc(C(F)(F)F)cc2)cs1 | -4 | 3 | -2 | -17 | -5 | 6 | -1 | 16
Cc1noc(C)c1COc1ccc(C(=O)OCC(=O)Nc2ccc3c(c2)OCO3)cc1 | 24 | -6 | 4 | 15 | 4 | -1 | 2 | 6
CSc1cccc(NC(=O)c2nnn(Cc3ccccc3)c2N)c1 | -2 | -4 | 0 | 7 | -9 | 6 | -7 | 8
CN(CC(=O)Nc1cccc(F)c1)CC(=O)N1CCc2ccccc21 | 17 | -2 | -5 | 5 | -14 | 1 | 15 | 12
Cc1ccc(C(=O)N/C(=C\c2cccc([N+](=O)[O-])c2)C(=O)NC(Cc2ccccc2)C(=O)O)cc1 (stereo not drawn) | 11 | -13 | 4 | -1 | 0 | -15 | 11 | -19
C=CCn1c(-c2cc(OC)cc(OC)c2)n[nH]c1=S | 2 | -9 | -8 | 13 | 0 | -6 | 17 | -30
COC(=O)[C@]1(Cc2ccccc2)N[C@H](CN(C)C(=O)c2ccccc2)[C@@H]2C(=O)N(Cc3ccccc3)C(=O)[C@@H]21 | 5 | 3 | -7 | 12 | 1 | 10 | 12 | 11
O=C(c1ccc(OCC2CCCO2)cc1)N1CCc2ccccc2C1 (stereo not drawn) | -2 | -22 | -1 | 5 | -7 | -16 | -8 | -4
COc1ccc(C(CNC(=O)c2ccc(Cl)c(S(=O)(=O)N3CCCC3)c2)N2CCCC2)cc1 (stereo not drawn) | 18 | -23 | 7 | 8 | -10 | -4 | 26 | -7
Cc1noc(C)c1COC(=O)COc1cccc2c1OC(C)(C)C2 | 3 | -14 | -9 | 8 | -4 | -2 | 21 | -27
CCC(C)C(=O)Nc1ccc([N+](=O)[O-])cc1OC (stereo not drawn) | -8 | 2 | -1 | 0 | -2 | -2 | 14 | -1

Exported as labelled records: three of the compounds above.
SMILES: CN(CC(=O)Nc1cccc(F)c1)CC(=O)N1CCc2ccccc21
  Gli-Sufu block: 17	Jurkat NFkB inh: -2	EBI2 block: -5	Apaf1 inhib: 5	SENP8 block: -14	UBC13 polyUb: 1	CCR6 antagonist: 15	697 NFkB inh: 12
SMILES: Cc1nc(C(=O)NNC(=O)c2ccc(C(F)(F)F)cc2)cs1
  Gli-Sufu block: -4	Jurkat NFkB inh: 3	EBI2 block: -2	Apaf1 inhib: -17	SENP8 block: -5	UBC13 polyUb: 6	CCR6 antagonist: -1	697 NFkB inh: 16
SMILES: Cc1noc(C)c1COc1ccc(C(=O)OCC(=O)Nc2ccc3c(c2)OCO3)cc1
  Gli-Sufu block: 24	Jurkat NFkB inh: -6	EBI2 block: 4	Apaf1 inhib: 15	SENP8 block: 4	UBC13 polyUb: -1	CCR6 antagonist: 2	697 NFkB inh: 6
